# High-throughput results as filed in PubChem BioAssay.
# CHO parental Ca: counter-screen for OX1R antagonists: effect in parental CHO cells. parental CHO-K1, ATP-induced calcium, Fluo-8 fluorescence. inhibition, % at 5.6 µM. 330,000 tested, 0.63% active;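 active = inhibition above that plate's mean sample inhibition plus 3 SD, cut at about 26% in these data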;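 note: 0% = ATP-challenged DMSO wells and 100% = DMSO wells without ATP; some compounds past the cut are filed as inactive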
#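 Test system: parental CHO cells; detection: calcium-sensitive Fluo-8 fluorescence; evaluation: percent inhibition of calcium signal; also added: ATP as calcium-mobilizing challenge; repeats: one well per compound; control set: ATP-challenged DMSO wells low, unchallenged DMSO wells high; compound: single nominal dose of 5.6 µM per compound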
# TAAR1 antag: antagonists of human TAAR1; Q96RJ0; CHO RD-HGA16 TAAR1, Fluo-8 calcium fluorescence, antagonist; inhibition, % at 3 µM; 360,000 tested, 1.5% active; AID 624466;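 active = inhibition above a per-plate cutoff, the mean inhibition of test compounds on that plate plus 3 SD, cut at about 49% in these data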;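 note: 0% = DMSO plus EC80 beta-PEA response and 100% = DMSO alone without agonist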
# Target sequence (Q96RJ0 whole entry, looked up): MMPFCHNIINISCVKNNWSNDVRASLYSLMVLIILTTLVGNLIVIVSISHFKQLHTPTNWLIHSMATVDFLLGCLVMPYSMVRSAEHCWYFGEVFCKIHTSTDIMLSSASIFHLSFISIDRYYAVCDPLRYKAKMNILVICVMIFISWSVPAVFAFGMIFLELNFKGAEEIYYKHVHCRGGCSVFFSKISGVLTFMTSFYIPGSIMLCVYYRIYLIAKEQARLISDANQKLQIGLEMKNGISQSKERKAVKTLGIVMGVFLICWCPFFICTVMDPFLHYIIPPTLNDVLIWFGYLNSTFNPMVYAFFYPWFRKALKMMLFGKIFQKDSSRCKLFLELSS
#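 Assay system: RD-HGA16 CHO cells with stable hTAAR1 and Gα16 / Reagent: EC80 β-phenethylamine stimulus / Doses: 3 µM, single point / Timing: dye loading 75 min at 37 °C, then 30 min room temperature / Measured by: Fluo-8 intracellular calcium dye fluorescence, real-time kinetic reads / Controls: vehicle wells and EC80 agonist wells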
# OXTR potentiator: potentiators of human oxytocin receptor; 320,000 tested, 0.061% active; AID 2445; activation, % at 3 µM; CHO-OTR cells, Fluo-8 calcium fluorescence, potentiator mode; 0% = oxytocin EC15, 100% = EC100; P30559;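 active = activation above that plate's cutoff, the mean activation of tested compounds plus 3 SD, cut at about 6.6% in these data, passing the limit was not always enough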;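 note: 100% uses oxytocin at 75 nM as the full agonist control; some results filed as inactive read as strong as hits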
#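 System: human OTR in CHO cells; Also added: sub-maximal oxytocin, roughly EC15; Timing: compound 6 min at room temperature before oxytocin, 100 s read; Technique: Fluo-8 intracellular calcium fluorescence, ex 470-495, em 515-575 nm; Controls: oxytocin EC15 low and EC100 high; Replication: singlicate.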
# CHRM1 agonist: human M1 muscarinic receptor agonism; CHO-K1 hM1, Fluo-8 calcium fluorescence, agonist mode; 0% DMSO, 100% acetylcholine EC100; P11229; 360,000 tested, 0.33% active; activation, % at 3 µM;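 active = activation above the run's mean compound activation plus 3 SD, cut at about 16% in these data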;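 note: peak over basal fluorescence ratio within a 140 s kinetic read after compound addition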
# Target sequence (P11229 whole entry, looked up): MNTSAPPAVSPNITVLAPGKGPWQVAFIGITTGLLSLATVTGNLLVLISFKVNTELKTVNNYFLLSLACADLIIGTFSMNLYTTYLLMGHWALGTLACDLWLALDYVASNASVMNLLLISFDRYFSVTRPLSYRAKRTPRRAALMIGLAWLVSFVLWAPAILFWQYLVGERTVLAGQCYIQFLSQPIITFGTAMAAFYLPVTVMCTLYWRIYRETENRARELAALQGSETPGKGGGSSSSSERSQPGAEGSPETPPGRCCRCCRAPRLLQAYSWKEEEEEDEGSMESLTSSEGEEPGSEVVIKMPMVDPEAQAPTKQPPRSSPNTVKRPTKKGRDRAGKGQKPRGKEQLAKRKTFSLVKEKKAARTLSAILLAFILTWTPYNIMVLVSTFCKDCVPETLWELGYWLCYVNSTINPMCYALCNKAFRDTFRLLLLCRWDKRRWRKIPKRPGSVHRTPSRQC
# TAAR1 agonist: human TAAR1 agonism; AID 624467; CHO RD-HGA16 TAAR1, Fluo-8 calcium fluorescence; vehicle wells 0%, saturating PEA agonist 100%; activation, % at 3 µM; 360,000 tested, 0.99% active;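 active = activation above the mean activation of all test compounds in the run plus 3 SD, cut at about 38% in these data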
#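 test system = CHO RD-HGA16 cells carrying human TAAR1 plus Gα16 | schedule = 17-24 h seeding, 75 min 37 °C dye, 30 min RT | compound dosing = 3 µM single concentration | control set = DMSO and PEA EC100 | replicates = n 1 | signal = Fluo-8 fluorescence, 5 s baseline then 140 s kinetic read | measure = percent activation vs PEA EC100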
# V1R ag counter: V1a receptor agonism, counter-screen for OXTR agonists; P37288; CHO-V1R cells, Fluo-8 calcium fluorescence, agonist mode; 0% DMSO, 100% 3 nM vasopressin; activation, % at 3 µM; 320,000 tested, 0.25% active; AID 2797;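 active = activation above the mean activation of all tested compounds plus 3 SD, per screening run, cut at about 20% in these data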;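 note: signal is peak over basal fluorescence ratio across a 100 second FLIPR read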
# M1 PAM parental: nonselective activator or artifact in parental CHO-K1 calcium assay | ATP EC20, Fluo-8 calcium fluorescence; 0% at ATP EC20, 100% at ATP max | activation, % at 3 µM | 360,000 tested, 0.02% active | AID 602247;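 active = activation above the run cutoff, the mean activation of all test compounds plus 3 SD, cut at about 40% in these data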;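 note: peak over basal fluorescence ratio in a 140 s read after ATP addition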
# CHO-K1 Ca ag: nonselective activator or artifact in parental CHO-K1 cells. Fluo-8 calcium fluorescence; scaled to maximal ATP response, vehicle zero. activation, % at 3 µM. 360,000 tested, 0.48% active. AID 602248; in the data active = activation above about 15%;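 note: untransfected CHO-K1 host cells lacking M1 receptor as counterscreen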
# CHO-K1 Ca antag: nonselective inhibitor or artifact in parental CHO-K1 cells; ATP-induced calcium, Fluo-8 fluorescence; inhibition, % at 3 µM; 360,000 tested, 0.6% active; AID 602250;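 active = inhibition above a per-plate cutoff, the plate's mean sample inhibition plus 3 SD, cut at about 24% in these data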;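 note: 0% = DMSO plus EC80 ATP and 100% = DMSO alone without ATP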
# The depositor's hits bear a star; . = not tested or not shown; & = joins results of further samples. Compounds were not picked by outcome, and some 3.3% of all compounds hit somewhere here.
SMILES,CHO parental Ca,TAAR1 antag,OXTR potentiator,CHRM1 agonist,TAAR1 agonist,V1R ag counter,M1 PAM parental,CHO-K1 Ca ag,CHO-K1 Ca antag
COc1ccc(N2CCN(C(c3cc4cc(C)ccc4[nH]c3=O)c3nnnn3Cc3ccccc3)CC2)cc1 (configuration not stated),-8.1,-19.7,-2.3,-6.1,-1.7,-0.7,16.8,-0.1,-5.5
CCCCC(=O)OCC(=O)c1ccc(OCC)cc1,-3.2,-7.2,-3.7,-7.1,3.5,-0.9,-0.1,-0.1,-2.5
Cc1ccc2nc(N3C(=O)CNC3=S)sc2c1,28.7,-25.1,-3.3,1.1,5.9,1.5,-11.0,0.9,-6.0
Cc1cccc(C)c1NC(=O)CNC(=O)CN1C(=O)NC2(CCc3ccccc32)C1=O (configuration not stated),-9.6,-27.8,-7.3,-1.4,3.0,0.4,-2.5,0.5,-5.2
CCOC(=O)C1=CN(C)C=C(C(=O)OCC)C1c1ccsc1,-1.0,6.7,-0.5,-7.0,11.5,-1.5,23.8,0.5,-1.9
Cc1ccc2oc(C(=O)N3CCC(O)(c4cccc(C(F)(F)F)c4)CC3)c(C)c2c1,-16.3,18.4,-1.9,-1.0,1.4,-0.4,-1.1,0.5,-6.1
CCOC(=O)c1cccc(NC(=O)CSc2nnc(-c3ccncc3)n2CCCOC)c1,-12.3,-2.0,1.9,-1.5,3.4,-0.4,2.1,-0.4,-1.0
CCC(C)(C)n1nnnc1C(c1cc2ccc(C)cc2[nH]c1=O)N(Cc1cccnc1)Cc1ccco1 (configuration not stated),-23.8,-9.1,1.5,-7.4,-0.2,-0.8,4.2,0.1,-17.3
Cc1c(C(=O)NCc2ccco2)oc2c(F)cccc12,-15.9,-7.3,4.3,-4.7,-2.8,-0.5,-2.1,-0.7,-9.8
Cc1[nH]n(C(C)(C)C)c(=O)c1Sc1ccc(Cl)cc1,-6.9,-2.6,2.7,-4.4,16.2,3.8,14.5,0.8,-3.5
CN1CC2CCCC3(C1)C(=O)NC1(CCCCC1)N=C23 (configuration not stated),-12.3,.,-11.6,-5.1,.,1.2,15.7,0.5,-8.6
COCCNC(=O)CN1CCC(NC(=O)Nc2ccc(C(F)(F)F)cc2)CC1,3.6,15.1,-10.5,-2.3,9.0,0.8,5.2,0.6,-0.5
COc1ccc(CC(=O)OCC(=O)N2CCc3ccccc32)cc1OC,-18.2,-5.0,-0.1,-0.6,-0.1,-0.5,-5.8,1.9,-7.0
Cc1cc(Br)ccc1SCC(=O)OCC(=O)NC1CC1,-13.7,9.6,-7.2,-5.5,1.1,7.0,-6.7,1.6,5.2
COc1ccc(NC(=O)c2ccccn2)cc1OC,-9.4,-7.2,-12.1,-7.5,3.4,-0.6,11.1,1.0,-10.9
Cc1onc(-c2ccccc2)c1C(=O)Nc1sc2c(c1C(N)=O)CCC2,-23.1,-0.7,-11.2,-2.0,3.5,0.5,-6.8,-0.4,13.8
O=Cc1ccc(O)cc1O,-5.5,8.0,-8.4,-1.6,0.1,0.5,2.1,0.1,4.6
CC(=O)N1c2ccc(S(=O)(=O)NCCc3ccc(S(N)(=O)=O)cc3)cc2CC1C (configuration not stated),17.2,1.9,-12.0,-2.9,1.4,-0.7,10.1,-0.6,-5.2
O=C1CC2(CCCC2)C(=O)N1CN1CCN(S(=O)(=O)c2cc(F)ccc2F)CC1,.,6.3,.,-2.1,1.4,.,-1.1,0.3,-7.3
Cc1ccc(CN(Cc2ccccn2)C(=O)Nc2c(F)cccc2F)cc1,-14.3,-6.0,4.2,-4.5,-2.3,-1.5,-5.8,-0.1,9.6
CC1(C)SC(C)(C)N(C=O)C1C(=O)O (configuration not stated),.,-4.0,.,-2.1,0.9,.,4.4,0.4,6.5
CC(c1ccccc1)n1cnc2ccccc21 (configuration not stated),-5.8,-1.8,-16.6,-3.0,9.2,0.8,6.6,0.3,5.7
C/C(=N\NC(=O)c1nnn(-c2nonc2N)c1CN1CCCCCC1)c1ccc(Br)cc1,-5.9,-17.0,0.5,0.1,1.7,-0.3,-9.3,-0.3,-3.6
O=C(NCC1CC1)c1ccc2c3n(nc2c1)-c1ccccc1CO3,-8.4,9.3,2.2,-6.5,4.6,-0.8,17.2,0.2,-17.0
CN1CCN(c2ccccc2NC(=O)COc2ccc(Cl)cc2)CC1,-25.1,-2.7,1.4,-4.1,0.6,0.3,-7.4,2.0,0.2
O=C(CCS(=O)(=O)c1cccc2nonc12)N1CC(=O)N(CCc2ccccc2)C(=O)C1,-4.6,-5.8,-11.2,-2.4,5.7,1.4,5.6,0.6,0.8
CNC(=O)COc1coc(CN2CCN(Cc3ccccc3)CC2)cc1=O,-5.1,-26.8,-0.6,-5.0,8.8,0.4,2.9,0.4,-9.1
Cn1ncc(Cl)c1C(=O)NCc1ccco1,-9.6,-13.7,-6.7,-4.4,2.3,1.1,20.2,0.7,-5.9
C[C@H](CO)N1C[C@H](C)[C@@H](CN(C)Cc2ccc(Cl)c(Cl)c2)Oc2c(NS(=O)(=O)c3ccc(F)cc3)cccc2C1=O,-18.1,37.4,0.8,-3.3,14.7,2.1,11.8,2.1,-7.3
N#CCCN(C(=O)COc1ccc(Cl)cc1Cl)c1ccccc1,-12.8,-9.7,-9.1,-0.4,0.8,3.2,-3.2,-0.1,11.2
CCOc1ccc(CC(=O)NNC(=S)NCCc2ccccc2)cc1,-6.3,-0.9,0.9,-4.2,4.4,-0.4,11.1,1.5,-16.9
CC(C)C(=O)N1CCN(CCN=CC2=C(O)CC(c3ccco3)CC2=O)CC1 (configuration not stated),-6.3,-30.9&-11.6,-6.6,-4.4&-4.6,1.9&2.8,0.7,-0.9&24.4,0.0&0.2,-12.8&-14.4
N#CCSc1nnc2ccc3ccccc3n12,0.2,-3.6,-14.1,-1.5,12.6,0.7,-8.1,-0.2,2.6
COc1cccc(N2CCN(S(=O)(=O)c3ccc4c(c3)oc(=O)n4C)CC2)c1,-9.3,-28.0,-1.1,-2.9,0.9,0.7,13.5,0.5,-16.0
CC(=O)c1ccc(C(=O)Nc2ccc(N3CCOCC3)cc2)cc1,-12.6,-3.6,0.2,-3.7,1.3,1.5,20.7,0.4,-7.3
O=C(c1cccc(S(=O)(=O)N2CCCCC2)c1)N1CCN(Cc2ccccc2)CC1,-20.6,-17.9,-3.3,-4.0,-1.3,0.9,13.0,1.6,-17.7
COC(=O)C(NS(C)(=O)=O)(c1c(C)[nH]c2ccccc12)C(F)(F)F (configuration not stated),-2.7,-15.8,-1.0,1.1,2.3,-0.4,14.1,0.2,-0.3
COc1ccc(NC(=O)C(C)NS(=O)(=O)c2ccccc2)cc1Cl (configuration not stated),-16.7,0.6,-13.3,-5.5,4.0,4.0,11.2,0.6,-1.0
CCCNC(=O)NC(=O)CSc1cccc(C(F)(F)F)c1,2.8,8.7,-4.2,-15.6,5.6,-0.7,14.0,0.5,-18.0
COc1cccc(NC(=O)CSc2nnc(-c3ccoc3C)n2CC2CCCO2)c1 (configuration not stated),-16.0,-0.7,-8.1,-3.3,-1.1,-0.6,4.5,-0.1,-2.6

# Structures from the list above that contain an NH in an aromatic ring:
SMILES,CHO parental Ca,TAAR1 antag,OXTR potentiator,CHRM1 agonist,TAAR1 agonist,V1R ag counter,M1 PAM parental,CHO-K1 Ca ag,CHO-K1 Ca antag
COc1ccc(N2CCN(C(c3cc4cc(C)ccc4[nH]c3=O)c3nnnn3Cc3ccccc3)CC2)cc1 (configuration not stated),-8.1,-19.7,-2.3,-6.1,-1.7,-0.7,16.8,-0.1,-5.5
CCC(C)(C)n1nnnc1C(c1cc2ccc(C)cc2[nH]c1=O)N(Cc1cccnc1)Cc1ccco1 (configuration not stated),-23.8,-9.1,1.5,-7.4,-0.2,-0.8,4.2,0.1,-17.3
Cc1[nH]n(C(C)(C)C)c(=O)c1Sc1ccc(Cl)cc1,-6.9,-2.6,2.7,-4.4,16.2,3.8,14.5,0.8,-3.5
COC(=O)C(NS(C)(=O)=O)(c1c(C)[nH]c2ccccc12)C(F)(F)F (configuration not stated),-2.7,-15.8,-1.0,1.1,2.3,-0.4,14.1,0.2,-0.3

# (continued)
SMILES,CHO parental Ca,TAAR1 antag,OXTR potentiator,CHRM1 agonist,TAAR1 agonist,V1R ag counter,M1 PAM parental,CHO-K1 Ca ag,CHO-K1 Ca antag
COc1ccc(NC(=S)N(CCCOC(C)C)C2CCN(C(C)=O)CC2)cc1Cl,-17.1,4.6,-15.5,-3.7,1.9,4.9,-10.8,3.0,-7.4
O=C1CCN(CCc2ccccc2)CCN1[C@H](CSc1ccccc1)Cc1ccccc1,-18.4,19.8,-13.1,-6.6,23.2,0.6,-19.8,-0.9,1.2
C/C(Cl)=C/Cn1c(NCCN(C)C)nc2c1c(=O)n(C)c(=O)n2C,-6.1,-13.2,-0.6,-1.8,2.7,0.6,15.1,3.0,-4.6
Cn1cnnc1SCC(=O)c1ccc(OC(F)F)cc1,-13.4,3.9,-3.3,-3.5,7.6,0.8,7.0,0.3,-14.4
CCCC[C@@H]1C=C(C(=O)O)[C@H](c2ccc(CC)cc2)N1S(=O)(=O)c1ccc(C)cc1,-24.6,-3.6,-4.7,-4.8,-1.2,0.2,8.9,0.1,-3.8
Cc1ccc(C(C)(O)CS(=O)(=O)Cc2ccccc2Cl)cc1 (configuration not stated),-24.2,-7.6,-21.3,-3.2,0.3,0.7,-10.5,0.0,-5.0
CC(C)c1ccc(C(N)=S)cc1,7.6,10.9,-5.0,-2.7,9.7,-0.5,-5.4,0.1,-12.9
Cc1ccc(-c2nn(-c3ccccc3)cc2C2SCC(=O)N2Cc2ccccc2)o1 (configuration not stated),-18.7,-0.3,-6.2,-4.0,1.5,0.0,20.8,0.7,-3.4
COc1ccc(C(=O)C(Cc2cc(C(C)=O)ccc2OC)N2CCCC2)cc1 (configuration not stated),-14.0,-4.9,-4.1,-4.9,0.1,-0.1,-9.2,-0.5,-0.4
O=C(N/N=C/c1ccc([N+](=O)[O-])cc1)c1cc2ccccc2o1,-11.1,-20.3,-3.8,2.3,0.6,0.9,11.8,0.6,-7.0
COc1ccc(C(=O)C(C)OC(=O)c2sc(C)nc2C)cc1 (configuration not stated),-8.8,19.1,-8.4,-1.7,10.6,2.1,-0.2,1.1,-10.0
CC(C)OCCCNC(=O)c1ccc(NC(=O)C2CCCO2)cc1 (configuration not stated),-5.8,-10.6,-4.6,-2.4,3.8,1.1,-5.7,0.8,16.4
CCN(CC)C(=O)c1ccc(CS(=O)(=O)c2ccc(OC)cc2)o1,15.1,-1.0,-5.1,2.0,2.6,4.0,23.1,1.6,-3.9
